Screening results as filed in PubChem.
Redox H2O2 prof: compounds producing H2O2 with reducing agent – biochemical, NIH compound library profiling, artefact control for MLSCN library redox annotation, primary screen. activation, % at 10 µM. DTT-dependent redox cycling H2O2, phenol red/HRP absorbance; 100% = 100 µM peroxide control, 0% = buffer. 200,000 compounds, 0.03% hits;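 active = activation of at least 50% relative to the plate's high and low controls in the primary single-dose screen; inactive = activation below 50%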;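 note: compound incubated with DTT at 0.8 mM final as the reducing agent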
ROMK primary: ROMK potassium channel modulators, primary screen, cell-based, thallium flux, MLSMR library. ATP-sensitive inward rectifier potassium channel 1 (Homo sapiens), P48048. Tet-inducible ROMK, thallium flux fluorescence; actives lie on both sides. B-score at 10 µM. 130,000 compounds, 2% hits;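 active = signal ratio slope over the read window, or its plate-corrected B-score, at least 3 SD from the plate mean, either direction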;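 note: B-score of the F/F0 ratio slope over 7 to 12 s after thallium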
PPARg SRC-3 ag: PPARgamma agonists recruiting SRC-3 coactivator, primary screen, biochemical | Peroxisome proliferator-activated receptor gamma (Homo sapiens), P37231 | 200,000 compounds, 0.26% hits | biochemical PPARgamma/SRC-3 coactivator recruitment assay | activation, % at 8 µM; in the data active = activation above about 23%;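 note: 0% = DMSO and 100% = reference agonist; some compounds past the cut are filed as inactive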
Target sequence (P37231 whole entry, looked up): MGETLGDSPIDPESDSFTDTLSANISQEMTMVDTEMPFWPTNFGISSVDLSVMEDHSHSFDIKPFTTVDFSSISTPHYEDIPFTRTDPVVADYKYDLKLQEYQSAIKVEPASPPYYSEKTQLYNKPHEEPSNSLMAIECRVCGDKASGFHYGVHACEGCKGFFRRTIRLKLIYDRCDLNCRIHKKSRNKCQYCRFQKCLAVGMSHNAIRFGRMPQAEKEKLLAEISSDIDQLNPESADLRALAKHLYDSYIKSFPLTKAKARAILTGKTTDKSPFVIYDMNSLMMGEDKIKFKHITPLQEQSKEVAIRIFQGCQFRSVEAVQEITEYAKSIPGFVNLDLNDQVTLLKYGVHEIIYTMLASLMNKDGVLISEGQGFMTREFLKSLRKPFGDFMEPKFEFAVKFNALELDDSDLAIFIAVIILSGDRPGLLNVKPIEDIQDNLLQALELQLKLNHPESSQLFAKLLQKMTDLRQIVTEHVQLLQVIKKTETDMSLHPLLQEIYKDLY
bIAP inhibitor: bovine intestinal alkaline phosphatase inhibitors, primary screen, selectivity assay for TNAP inhibitor project, biochemical, bovine IAP, CDP-star luminescence. alkaline phosphatase, intestinal [Bos taurus]. AID 1019, 2008. inhibition, % at 20 µM. purified bovine IAP, 30 min. 190,000 tested, under 10 active;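 active = over 50% inhibition of intestinal alkaline phosphatase at 20 µM in the single-dose screen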
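Assay system: bovine IAP enzyme; medium: DEA buffer 100 mM, pH 9.8, with MgCl2 1.0 mM, ZnCl2 0.02 mM; doses: 20 µM single dose; incubation: enzyme reaction for 30 min at room temperature; detection: CDP-star luminescence signal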
RAM inhibit: inhibitors of the yeast RAM network, primary screen, dse1pr::URA3 reporter, 5-FOA selection | S. cerevisiae dse1pr::URA3 reporter, 5-FOA growth OD615, 2 d; analog-sensitive cbk1-as2 kinase mutant strain | inhibition, % at 50 µM | 190,000 compounds, 1.8% hits;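 active = inhibition above a set limit, 3 SD over mean compound inhibition, cut at about 8.4% in these data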;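 note: 0% = DMSO-only wells with no growth and 100% = 10 µM 1-NA-PP1 full growth; inhibition rescues growth on 5-FOA so higher OD means more RAM inhibition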
PPARg SRC2 recr: agonists of PPARg-SRC-2 recruitment, primary screen, biochemical, HTS; activation, % at 8 µM; PPARgamma LBD-SRC-2 recruitment; Peroxisome proliferator-activated receptor gamma (Homo sapiens), P37231; 200,000 compounds, 0.34% hits; AID 1032, 2008; in the data active = activation above about 22%;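 note: 0% = vehicle and 100% = reference agonist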
S1P3 antag: S1P3 receptor antagonists, primary screen, cell-based | Sphingosine 1-phosphate receptor 3 (Homo sapiens), Q99500 | CHO S1P3 NFAT-BLA reporter, FRET fluorescence, antagonist mode | inhibition, % at 4.98 µM | 170,000 compounds, 0.27% hits;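 active = inhibition above the plate cutoff, the mean inhibition of test wells on that plate plus 3 SD, cut at about 28% in these data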;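 note: cells challenged with S1P at its EC80 of 0.8 µM; blue over green emission ratio from cleaved BLA substrate after 4 h stimulation; 0% = S1P-stimulated wells and 100% = unstimulated DMSO-only wells; some compounds past the cut are filed as inactive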
Target sequence (Q99500 whole entry, looked up): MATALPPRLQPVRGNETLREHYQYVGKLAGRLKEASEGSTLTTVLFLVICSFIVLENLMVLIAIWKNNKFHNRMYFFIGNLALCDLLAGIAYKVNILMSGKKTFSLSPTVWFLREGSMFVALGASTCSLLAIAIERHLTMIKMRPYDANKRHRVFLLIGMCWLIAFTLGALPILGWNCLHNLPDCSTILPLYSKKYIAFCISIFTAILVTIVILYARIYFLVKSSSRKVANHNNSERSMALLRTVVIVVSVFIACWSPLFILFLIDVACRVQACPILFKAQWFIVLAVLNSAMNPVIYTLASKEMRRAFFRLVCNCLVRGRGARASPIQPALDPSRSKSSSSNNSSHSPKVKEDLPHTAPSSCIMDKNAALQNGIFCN
Lmaj promast: Leishmania major promastigote growth inhibition, primary screen. Leishmania major promastigotes, resazurin fluorescence viability. inhibition, % at 10 µM. 200,000 compounds, 9% hits. AID 1063, 2008; in the data active = inhibition above about 50%;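 note: promastigotes grown with compound for 44 hours at 28 °C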
PPARg SRC-1 ag: PPARgamma agonists recruiting SRC-1 coactivator, primary screen, biochemical; 200,000 compounds, 0.41% hits; Peroxisome proliferator-activated receptor gamma (Homo sapiens), P37231; activation, % at 8 µM; PPARgamma-SRC-1 coactivator recruitment biochemical assay; in the data active = activation above about 19%;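 note: 0% = DMSO and 100% = reference agonist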
Efa HMGR inh: inhibitors of E. faecalis class II HMGR, primary screen, biochemical, Enterococcus faecalis; HMG-CoA reductase (Enterococcus faecalis, mvaE); purified E. faecalis HMGR, NADPH absorbance 340 nm kinetic; inhibition, % at 10 µM; 190,000 compounds, 0.41% hits;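 active = inhibition above a set limit, the median over all tested compounds plus 3 SD, cut at about 9.5% in these data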;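 note: enzyme runs in reverse so mevalonate oxidation gives rising NADPH absorbance; 0% = complete reaction with DMSO and 100% = background rate lacking mevalonate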
SRC2 TRFRET art: TR-FRET signal artefacts, primary screen, artefact control for PPARgamma SRC-2 agonist project, biochemical; TR-FRET artefact counter-screen; active compounds read high; TR-FRET ratio at 8 µM; 200,000 compounds, 0.4% hits; AID 1049, 2008; in the data active = TR-FRET ratio above about 2000; note: inactives centre near 1500
Active calls of the source: *; nt = no result given.

nr | Molecule | Redox H2O2 prof | ROMK primary | PPARg SRC-3 ag | bIAP inhibitor | RAM inhibit | PPARg SRC2 recr | S1P3 antag | Lmaj promast | PPARg SRC-1 ag | Efa HMGR inh | SRC2 TRFRET art
1 | CCOc1ccc(-c2nc(-c3cccnc3)no2)cc1OCC | -0.2 | -0.25 | 2 | 6 | 1.9 | 10 | nt | 81* | 5 | -5 | 1581
2 | CC(C(=O)O)N1C(=O)CSc2ncccc21 (stereo not drawn) | -0.2 | 1 | 5 | 10 | 0.1 | -3 | 9 | -1 | -10 | 4 | 1526
3 | OC(Cn1cncn1)c1ccc(Cl)cc1Cl (stereo not drawn) | 0.5 | nt | -2 | 0 | -0.7 | 3 | -7 | -7 | 9 | 2 | 1537
4 | COc1ccc(/C=C2\OC(=O)c3c(OC)cccc32)cc1OC | -6.6 | -0.97 | 8 | -7 | 3.8 | 7 | nt | 2 | 2 | -8 | 1680
5 | Cc1ccc(-c2noc(C3CCCN(S(=O)(=O)c4ccc(S(=O)(=O)N(C)C)cc4)C3)n2)o1 (stereo not drawn) | 0.5 | -0.39 | 3 | 6 | 0.9 | 4 | nt | 2 | 4 | 0 | 1652
6 | O=C(CN1C(=O)CCC1=O)Nc1ccc(S(=O)(=O)N2CCOCC2)cc1 | 1.9 | 0.063 | -2 | 26 | 0.3 | 3 | 12 | -5 | 8 | 3 | 1465
7 | O=C(Nc1nnc(SCC(=O)N2CCCCC2)s1)C1CCCCC1 | 2.7 | nt | -12 | -2 | 2.2 | 4 | -8 | -6 | -7 | 1 | 1385
8 | Cc1nonc1C1CCCN1Cc1nc(-c2ccccc2Cl)oc1C (stereo not drawn) | -1.1 | nt | -1 | 7 | 3.4 | -2 | -4 | 16 | 8 | 2 | 1409
9 | Cc1nc2ccccc2n1-c1ccccc1 | -1.0 | nt | -3 | 16 | 1.4 | 0 | -14 | 7 | 5 | 1 | 1400
10 | COc1ccc2nc(NC(=O)CSc3ccccc3)sc2c1 | 0.0 | -0.072 | 2 | 7 | 1.8 | 13 | nt | -6 | 5 | -2 | 1628
11 | Cc1c(C(=O)NNc2cc(=O)n(C)c(=O)n2C)cccc1[N+](=O)[O-] | -0.3 | nt | 9 | 14 | 0.3 | 7 | -2 | -8 | 9 | -2 | 1525
12 | Cc1c(C#N)c2ncnc(-c3ccccc3)c2n1-c1ccccc1 | 2.5 | nt | -5 | 15 | -0.1 | 8 | 24 | 7 | 8 | -2 | 1574
13 | COc1ccc(OCCN2CCN(C3CC(=O)N(CCC(C)C)C3=O)CC2)cc1 (stereo not drawn) | -1.5 | -0.58 | 1 | -4 | 1.7 | 1 | nt | 92* | 7 | -2 | 1684
14 | COC(=O)c1ccc(NC(=O)CCn2c(=O)oc3ccccc32)cc1 | 0.0 | -0.99 | -4 | 10 | 0.4 | 5 | -15 | 11 | 4 | 4 | 1415
15 | CCN(C(=O)COC(=O)c1[nH]c(C)c(C(C)=O)c1C)C1CCS(=O)(=O)C1 (stereo not drawn) | 1.7 | nt | 4 | 4 | -0.3 | -1 | nt | -5 | 5 | -4 | 1675
16 | CCn1c(SCC(=O)Nc2ccc(C)cc2)nnc1-c1ccc(O)cc1 | 0.9 | -0.23 | -3 | 11 | 2.9 | 4 | nt | 7 | -4 | -1 | 1565
17 | O=C(NNC(=O)c1ccccc1[N+](=O)[O-])Nc1ccccc1C(F)(F)F | 0.1 | nt | 4 | -3 | 2.3 | -5 | -5 | 1 | 0 | 0 | 1668
18 | Cc1cccc(C)c1NC(=O)c1cc(S(=O)(=O)N2CCOCC2)ccc1F | 5.1 | nt | 6 | -7 | -1.1 | 4 | nt | -2 | -3 | -4 | 1754
19 | CN(C)/C=C/C(=O)c1ccc(Br)s1 | -1.0 | 0.53 | 2 | -16 | 5.0 | 6 | 4 | -1 | 7 | -1 | 1632
20 | Cc1ccccc1S(=O)(=O)NC1OC(=O)C(Oc2ccccc2)=C1Br (stereo not drawn) | -0.2 | 0.44 | 5 | -6 | 2.8 | 7 | 3 | -11 | 0 | -3 | 1667
21 | Cc1ccccc1OCCNC(=O)c1ccccc1Sc1ccccc1C#N | 1.9 | nt | -1 | 10 | 14* | 2 | nt | 13 | 4 | -11 | 1476
22 | COc1cccc(NC(=O)N2CCCC(C(=O)Nc3ccccc3OC)C2)c1 (stereo not drawn) | 1.6 | 0.028 | -1 | 2 | -0.7 | -3 | -40 | -1 | 3 | -6 | 1481
23 | O=C(OCC1COc2ccccc2O1)c1ccccc1F (stereo not drawn) | 1.9 | 0.14 | 3 | 25 | 0.4 | -3 | -15 | 2 | -1 | 0 | 1517

Part of the list above, with values under each structure:
Below each compound: Redox H2O2 prof	ROMK primary	PPARg SRC-3 ag	bIAP inhibitor	RAM inhibit	PPARg SRC2 recr	S1P3 antag	Lmaj promast	PPARg SRC-1 ag	Efa HMGR inh	SRC2 TRFRET art
10: COc1ccc2nc(NC(=O)CSc3ccccc3)sc2c1
  0.0	-0.072	2	7	1.8	13	nt	-6	5	-2	1628
11: Cc1c(C(=O)NNc2cc(=O)n(C)c(=O)n2C)cccc1[N+](=O)[O-]
  -0.3	nt	9	14	0.3	7	-2	-8	9	-2	1525
12: Cc1c(C#N)c2ncnc(-c3ccccc3)c2n1-c1ccccc1
  2.5	nt	-5	15	-0.1	8	24	7	8	-2	1574
13: COc1ccc(OCCN2CCN(C3CC(=O)N(CCC(C)C)C3=O)CC2)cc1 (stereo not drawn)
  -1.5	-0.58	1	-4	1.7	1	nt	92*	7	-2	1684
14: COC(=O)c1ccc(NC(=O)CCn2c(=O)oc3ccccc32)cc1
  0.0	-0.99	-4	10	0.4	5	-15	11	4	4	1415
15: CCN(C(=O)COC(=O)c1[nH]c(C)c(C(C)=O)c1C)C1CCS(=O)(=O)C1 (stereo not drawn)
  1.7	nt	4	4	-0.3	-1	nt	-5	5	-4	1675
16: CCn1c(SCC(=O)Nc2ccc(C)cc2)nnc1-c1ccc(O)cc1
  0.9	-0.23	-3	11	2.9	4	nt	7	-4	-1	1565
17: O=C(NNC(=O)c1ccccc1[N+](=O)[O-])Nc1ccccc1C(F)(F)F
  0.1	nt	4	-3	2.3	-5	-5	1	0	0	1668
18: Cc1cccc(C)c1NC(=O)c1cc(S(=O)(=O)N2CCOCC2)ccc1F
  5.1	nt	6	-7	-1.1	4	nt	-2	-3	-4	1754
19: CN(C)/C=C/C(=O)c1ccc(Br)s1
  -1.0	0.53	2	-16	5.0	6	4	-1	7	-1	1632
20: Cc1ccccc1S(=O)(=O)NC1OC(=O)C(Oc2ccccc2)=C1Br (stereo not drawn)
  -0.2	0.44	5	-6	2.8	7	3	-11	0	-3	1667
21: Cc1ccccc1OCCNC(=O)c1ccccc1Sc1ccccc1C#N
  1.9	nt	-1	10	14*	2	nt	13	4	-11	1476
22: COc1cccc(NC(=O)N2CCCC(C(=O)Nc3ccccc3OC)C2)c1 (stereo not drawn)
  1.6	0.028	-1	2	-0.7	-3	-40	-1	3	-6	1481
23: O=C(OCC1COc2ccccc2O1)c1ccccc1F (stereo not drawn)
  1.9	0.14	3	25	0.4	-3	-15	2	-1	0	1517
